PLC-beta3 inh – PLC-beta3 (human) inhibition, primary screen; inhibition, % at 12.2 µM; Q01970; Purified PLC-beta3, fluorogenic substrate, fluorescence; 370,000 compounds, 0.18% hits; AID 720704; in the data active = inhibition above about 11%;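 also: 0% = median of compound wells on plate and 100% = full blocker control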
ADAM17 inh – ADAM17 inhibition, QFRET primary screen; recombinant ADAM17, EDANS/DABCYL FRET peptide cleavage; inhibition, % at 6.95 µM; 370,000 compounds, 0.83% hits;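 active = inhibition above the mean of compounds lying between control limits plus 3 SD, set per campaign, cut at about 8.5% in these data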;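 also: 0% = DMSO-only wells as the low control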
Tn7 DDE FP – disrupts Tn7 cyclic peptide binding to fibrin D-Dimer-E complex; inhibition, % at 8.3 µM; AID 720508; P02675; 370,000 compounds, 0.13% hits; FP displacement of FITC-Tn7 peptide from fibrin DD(E); 0% = median of compound wells per plate;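 active = inhibition above the mean of compounds falling within the control limits plus 3 SD of them, cut at about 14% in these data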;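 also: 0% = plate median of compound wells and 100% = 10 µM Aha-Tn7 peptide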
Target sequence (P02675 whole entry, looked up): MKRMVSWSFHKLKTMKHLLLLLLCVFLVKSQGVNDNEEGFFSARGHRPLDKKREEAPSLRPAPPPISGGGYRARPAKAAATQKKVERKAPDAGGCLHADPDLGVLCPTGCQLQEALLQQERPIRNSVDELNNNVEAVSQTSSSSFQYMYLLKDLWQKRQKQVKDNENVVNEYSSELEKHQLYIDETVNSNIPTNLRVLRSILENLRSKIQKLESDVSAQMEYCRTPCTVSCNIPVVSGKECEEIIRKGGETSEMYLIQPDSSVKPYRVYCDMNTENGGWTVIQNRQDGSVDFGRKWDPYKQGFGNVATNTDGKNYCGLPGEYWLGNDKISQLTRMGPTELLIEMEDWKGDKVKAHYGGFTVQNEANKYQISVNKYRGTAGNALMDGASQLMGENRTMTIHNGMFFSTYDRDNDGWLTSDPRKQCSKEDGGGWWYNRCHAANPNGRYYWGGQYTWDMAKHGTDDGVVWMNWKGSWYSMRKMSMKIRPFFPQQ
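Test system: human clot-derived fibrin DD(E) complex / Quantity: 2 µM final DD(E) protein / Incubation: 10 min plus 3 h, room temperature / Measured by: fluorescence polarization / Benchmarks: high control of 10 µM Aha-Tn7 peptide / Replicates: singlicate testing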
UHRF1 MBD2 ctr – human UHRF1 methylated DNA binding inhibitors. Q96T88. UHRF1 binding to methylated oligo, TR-FRET. inhibition, % at 4.4 µM. 370,000 compounds, 0.75% hits; in the data active = inhibition above about 21%;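 also: UHRF1 SRA domain binding a hemimethylated CpG hairpin DNA probe; 0% = median of test compound wells and 100% = reference inhibitor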
ARFGAP1 inh – inhibitors of rat ARFGAP1 | Arfgap1-stimulated ARF1 GTP hydrolysis, GDP FP detection | 360,000 compounds, 0.26% hits | Q62848 | AID 651572 | inhibition, % at 16.5 µM;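 active = inhibition above a per-plate limit, mean inhibition of low control wells plus 3 SD, cut at about 25% in these data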;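 also: 0% = DMSO wells with enzyme and 100% = wells lacking Arfgap1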
Target sequence (Q62848 1-136 limits assumed): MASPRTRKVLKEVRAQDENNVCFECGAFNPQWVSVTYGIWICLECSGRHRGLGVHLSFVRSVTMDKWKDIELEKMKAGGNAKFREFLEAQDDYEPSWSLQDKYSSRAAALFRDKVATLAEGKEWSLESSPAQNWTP
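Assay system: Rat Arfgap1 GAP domain (His6, aa 1-136), purified enzyme | Buffer or medium: HEPES 25 mM pH 7.5, NaCl 150 mM, MgCl2, DTT | Schedule: GTP hydrolysis reaction 2 h at 25 °C | Signal: FP of antibody-bound GDP Alexa 633 tracer, ex 620/em 688 nm | Measure: Percent inhibition of Arfgap1-stimulated GTP hydrolysis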
DDE Tn6 FP inh – disrupts Tn6 cyclic peptide binding to fibrin D-Dimer-E complex. P02675. Fibrin DD(E) TRITC-Tn6 fluorescence polarization displacement. inhibition, % at 8.3 µM. 370,000 compounds, 0.21% hits;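 active = inhibition above a per-campaign cutoff: mean of compounds within control limits plus 3 SD, cut at about 15% in these data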;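 also: 0% = median of all compound wells on the plate and 100% = blocking peptide control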
ASAP1 inh – blocks human ASAP1-stimulated Arf1 GTP hydrolysis. Q9ULH1. GDP FP detection. inhibition, % at 16.5 µM. 360,000 compounds, 0.19% hits. AID 624377; in the data active = inhibition above about 25%;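 also: 0% = vehicle with enzyme and substrate and 100% = no enzyme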
PLCg1 inh – blocks human PLC-gamma1 enzyme activity; P19174; purified PLC-gamma1, fluorogenic substrate, fluorescence; 370,000 compounds, 0.84% hits; inhibition, % at 12.2 µM; in the data active = inhibition above about 9.5%
MBD2 inh – MBD2-methylated oligo binding inhibition. Q9UBB5. TR-FRET, MBD2 binding to methylated oligonucleotide. inhibition, % at 4.4 µM. 370,000 compounds, 0.31% hits. AID 686964; in the data active = inhibition above about 13%
proKLK7 act – activates the human kallikrein-7 zymogen. P49862. purified proKLK7, EDANS-DABCYL substrate fluorescence; 100% is mature enzyme control, 0% vehicle. activation, % at 7 µM. 370,000 compounds, 0.9% hits;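 active = activation above the mean of all tested compounds plus 3 SD, computed per campaign excluding outliers beyond control limits, cut at about 13% in these data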
Target sequence (P49862 whole entry, looked up): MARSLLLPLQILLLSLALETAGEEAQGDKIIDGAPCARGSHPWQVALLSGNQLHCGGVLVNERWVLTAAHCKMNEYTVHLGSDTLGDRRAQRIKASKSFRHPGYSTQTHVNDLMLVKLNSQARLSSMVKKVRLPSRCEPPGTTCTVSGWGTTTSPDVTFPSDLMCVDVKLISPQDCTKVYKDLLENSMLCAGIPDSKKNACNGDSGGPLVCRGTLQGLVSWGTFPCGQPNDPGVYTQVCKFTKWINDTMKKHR
Numbers without * were called inactive. Rows are unselected. About 4.1% of those tested had a hit in this group.

no.	PLC-beta3 inh	ADAM17 inh	Tn7 DDE FP	UHRF1 MBD2 ctr	ARFGAP1 inh	DDE Tn6 FP inh	ASAP1 inh	PLCg1 inh	MBD2 inh	proKLK7 act	compound
1	-7	-1	8	-1	7	0	-2	-3	-2	-0.3	CCOc1ccc(N2CC(C(=O)NCc3ccco3)CC2=O)cc1 (configuration not stated)
2	-1	-2	-6	4	18	-5	13	2	2	-0.6	COc1ccccc1CN(Cc1nc2ccccc2c(=O)[nH]1)C(=O)Nc1ccc(C)cc1
3	-4	8	6	-3	0	0	-15	-5	-10	0.2	Clc1ccc(Nc2ccc(NCc3ccccc3)nn2)cc1
4	-36	-2	-3	-3	-4	-3	-2	-25	-3	0.3	CC(=O)c1cc(NC(=O)c2ccc(Cl)cc2)c(=O)oc1/C=C/N(C)C
5	-3	1	-11	1	-1	-3	-5	0	-2	0.0	Cc1ccc2c(CC(=O)NCc3ccc4c(c3)OCO4)coc2c1
6	8	1	0	27*	-8	6	1	11*	17*	-0.2	C=CC[C@@H](CC(=O)N(CCO)Cc1ccccc1)C(=O)N[C@@H](C)COC(=O)[C@@H](CC=C)CC(=O)OC(C)(C)C
7	-8	1	0	0	2	5	13	-1	2	-0.3	Cc1ccccc1NC(=S)N1CCN(c2ccccc2Cl)CC1
8	3	0	-4	1	12	-11	5	2	-2	-0.4	COc1ccc(-c2ccc(SCC(=O)Nc3nnc(C)s3)nn2)cc1
9	6	5	-7	2	15	-2	-6	8	-8	0.1	CCOC(=O)C1(Cc2ccccc2)CCN(Cc2csc(C(C)=O)c2)CC1
10	-9	-1	-4	-1	-1	6	14	-12	-5	0.1	Nc1ccc(N2CCCCC2)cc1N1CCCCC1
11	-2	1	-4	2	13	3	0	3	1	0.1	Cc1ccnc(NC(=O)CCC(=O)N(CC(=O)NCc2ccc(F)cc2)Cc2ccco2)c1
12	1	1	2	4	3	1	-10	6	0	0.2	C/C(=N\NC(=O)CNC(=O)c1ccncc1)c1ccc(C)cc1

Remaining list, next part:
no.	PLC-beta3 inh	ADAM17 inh	Tn7 DDE FP	UHRF1 MBD2 ctr	ARFGAP1 inh	DDE Tn6 FP inh	ASAP1 inh	PLCg1 inh	MBD2 inh	proKLK7 act	compound
13	3	4	-1	-1	20	5	2	1	-1	-0.1	Nc1cc(-c2ccc(Cl)cc2)nn1S(=O)(=O)c1ccc(Cl)cc1
14	-3	-7	4	5	11	10	5	-2	2	0.5	COc1cc(COc2ccc3c(C)c(Cc4ccccc4)c(=O)oc3c2)cc(OC)c1OC
15	0	0	2	5	-6	-2	2	-1	3	-0.6	Cc1ccc(C(=O)NC(Cc2ccccc2C(F)(F)F)C(=O)O)cc1 (configuration not stated)
16	0	-3	0	-2	4	-2	6	-1	2	-0.6	C[C@H]1[C@H](c2ccccc2)Oc2cccc(N3CCCC3)c2S(=O)(=O)N1Cc1cccc(F)c1
17	-2	-1	4	0	-2	11	3	-1	-4	0.1	Cn1c(SCC(=O)NCCN2C(=O)CSC2=O)nnc1-c1ccccc1
18	4	2	3	13	-3	3	-15	2	4	-0.2	COc1cc(C=NNc2ccccc2)ccc1OC(=O)c1ccccc1
19	-6	-1	7	0	-1	3	6	4	-6	0.6	O=C(NCCN1CCCC1)c1ccc2c(c1)N(Cc1cccc(Cl)c1)C(=O)c1ccccc1S2(=O)=O
20	-1	0	2	-2	-6	9	1	-4	-10	0.8	CC(=O)Nc1ccc(N2CCOCC2)c(S(=O)(=O)Nc2ccccc2Cl)c1
21	2	-2	-6	-2	9	-2	-4	1	2	-5.6	Cn1c(CCN2CCCCC2)nc2cc(NS(=O)(=O)c3ccc(Cl)cc3)ccc21
22	-9	0	6	2	-3	6	-14	0	-2	0.2	CC(=O)CCC(=O)N1CCC(n2nccc2NC(=O)c2ccccc2C)CC1
23	-2	1	0	12	-9	2	2	0	2	0.1	O=S(=O)(CCc1ccccc1)CS(=O)(=O)CCc1ccccc1
24	3	-2	7	0	16	0	-2	0	-2	0.7	CCCNC(=O)C1(C)CCCN(CCC(=O)c2ccccc2)C1 (configuration not stated)

(further entries)
no.	PLC-beta3 inh	ADAM17 inh	Tn7 DDE FP	UHRF1 MBD2 ctr	ARFGAP1 inh	DDE Tn6 FP inh	ASAP1 inh	PLCg1 inh	MBD2 inh	proKLK7 act	compound
25	-4	0	2	-3	3	1	12	1	3	0.3	CCC(=O)N1CCN(c2ccc(NC(=S)NC(=O)COc3ccccc3)cc2)CC1
26	2	6	7	-1	2	2	-4	-1	4	0.1	CS(=O)(=O)N(CC(=O)N1CCN(c2ccccc2)CC1)Cc1ccc(Cl)cc1
27	0	2	-7	-8	14	-8	-5	-3	-4	-0.2	CCn1c2ccccc2c2nnc(SCC(N)=O)nc21
28	-91	-24	5	-1	-13	-2	7	-67	-1	-9.6	Cc1cc(NC(=O)c2cc(-c3cccnc3)nc3c(C)c(C)ccc23)no1
29	0	0	4	-1	-3	8	-10	0	4	0.5	Cc1ccc(CN2CCN(Cc3cc(=O)c4ccccc4[nH]3)CC2CCO)o1 (configuration not stated)
30	-4	3	6	5	8	4	4	8	2	0.0	CCOC(=O)NC(=O)CSc1ccc2ccccc2n1
31	0	5	0	2	-5	-4	9	0	-6	-0.1	Cc1cc(C)c(C#N)c(SCc2ccccc2[N+](=O)[O-])n1
32	-5	-3	10	-1	-1	0	-1	3	1	0.2	COCCN(C(=O)COC(=O)CCOc1cc(C)ccc1C)c1c(N)n(Cc2ccccc2)c(=O)[nH]c1=O
33	3	1	8	1	-5	4	-9	-1	-3	0.0	CCOc1ccc(CNC(=O)C2CCN(C(=O)N3CC(C)Oc4ccccc43)CC2)cc1 (configuration not stated)
34	2	-2	-3	4	-1	8	-11	2	-2	0.5	C=CCN(c1ccc(Cl)cc1)S(=O)(=O)c1cccc(C(=O)O)c1
35	-3	3	-4	0	-8	1	0	-5	-3	0.0	CC1(C)NC(=O)N(CC(=O)OCC(=O)Nc2sccc2C#N)C1=O
36	-59	-12	7	2	3	-6	-3	-43	4	2.1	COc1ccc(-c2cc(=O)oc3c(C)c(OCC(=O)N(C)C)ccc23)cc1

Next records
no.	PLC-beta3 inh	ADAM17 inh	Tn7 DDE FP	UHRF1 MBD2 ctr	ARFGAP1 inh	DDE Tn6 FP inh	ASAP1 inh	PLCg1 inh	MBD2 inh	proKLK7 act	compound
37	4	-4	8	2	3	4	-9	1	2	0.0	O=[N+]([O-])c1cccc(/C=N/NC2=NCCCCC2)c1
38	-7	0	-7	1	7	-3	10	5	0	-0.2	O=C(NCC(=O)N1CCCCCC1)c1ccc(OC(F)F)cc1
39	-1	-4	-2	27*	3	-9	-2	-2	8	-0.2	Cc1ccc(OCC(=O)NNC(=O)c2cccnc2)cc1
40	-2	-3	-2	3	6	0	6	-2	4	-0.4	COc1ccc(CCC(=O)OC(C)C(=O)c2ccc(C)cc2)cc1 (configuration not stated)
41	1	-1	-9	2	-12	4	4	3	3	-0.3	CC1=C(C(=O)OCC2CCCO2)C(c2ccc(O)cc2)NC(=O)N1 (configuration not stated)
42	5	3	5	3	1	-12	6	7	-2	-0.1	O=C(CN1C(=O)COc2ccccc21)N(Cc1cccnc1)Cc1cccc(F)c1
43	2	0	-1	-1	5	-3	3	2	5	-0.1	O=C(NCC1CCCO1)c1cccc(N2CCCC2=O)c1 (configuration not stated)
44	-3	0	-2	-4	-2	-4	-15	2	1	-0.2	CC[N+]1(CC(O)COC2CC(C)CC(C)(C)C2)CCOCC1 (configuration not stated)
45	-6	4	-1	1	6	-2	-3	0	-4	0.5	CSc1ccc(CN(C)C(=O)C(c2ccccc2)c2ccccc2)cc1
46	4	-3	-2	3	13	-12	3	5	-2	-0.2	CNS(=O)(=O)c1ccc(NC(=O)c2ccoc2C)cc1
47	-3	3	1	1	0	-4	7	4	-3	-0.1	Cc1ccc(S(=O)(=O)N2[C@H](CC(=O)c3cccs3)OC[C@@H]2C(C)C)cc1
48	-4	-3	1	4	-13	-1	-7	-1	6	0.2	O=C(Cc1cccc2ccccc12)N/N=C/c1ccc(F)cc1

More compounds
no.	PLC-beta3 inh	ADAM17 inh	Tn7 DDE FP	UHRF1 MBD2 ctr	ARFGAP1 inh	DDE Tn6 FP inh	ASAP1 inh	PLCg1 inh	MBD2 inh	proKLK7 act	compound
49	0	-1	4	-2	-15	4	-3	-2	4	-0.6	N#CC1=C(S)N(c2ccccc2)C(c2ccc(-c3cc(Cl)ccc3Cl)o2)NC1=O (configuration not stated)
50	1	-1	-5	0	11	-1	7	3	-5	0.3	Cc1cc2nc(CSc3ccc(Cl)cc3)cc(=O)n2[nH]1
51	-4	0	7	-2	-9	11	-14	0	-5	0.0	CCOc1ccc(C(=O)CCC(=O)Nc2ccccc2C)cc1
52	6	-2	-1	12	4	3	0	1	3	0.3	CC[C@H](C)[C@H]1CNC(=S)N1CC1CCN(CCCC2CCCC2)CC1
53	1	0	4	-5	7	5	4	0	-1	-0.6	Cc1c(NS(=O)(=O)c2ccccc2)cc(Cl)c(O)c1C
54	-58	-26	-7	2	7	-1	-11	-45	-1	-1.8	CN1CCc2c(sc3nc(SCC(N)=O)n(-c4ccccc4)c(=O)c23)C1
55	4	-1	10	2	17	1	-5	0	2	-0.6	N#Cc1c(-c2ccccc2)nc2n(-c3ccccc3)nc(C(=O)Nc3ccccc3)n2c1=O
56	-7	-5	3	3	0	-6	1	-2	4	0.1	Cc1ccc(N2C(=O)CC(c3c[nH]c4ccccc34)C2=O)cc1 (configuration not stated)

Reformatted as labelled records: entries from further up.
49. N#CC1=C(S)N(c2ccccc2)C(c2ccc(-c3cc(Cl)ccc3Cl)o2)NC1=O (configuration not stated)
  PLC-beta3 inh: 0
  ADAM17 inh: -1
  Tn7 DDE FP: 4
  UHRF1 MBD2 ctr: -2
  ARFGAP1 inh: -15
  DDE Tn6 FP inh: 4
  ASAP1 inh: -3
  PLCg1 inh: -2
  MBD2 inh: 4
  proKLK7 act: -0.6
50. Cc1cc2nc(CSc3ccc(Cl)cc3)cc(=O)n2[nH]1
  PLC-beta3 inh: 1
  ADAM17 inh: -1
  Tn7 DDE FP: -5
  UHRF1 MBD2 ctr: 0
  ARFGAP1 inh: 11
  DDE Tn6 FP inh: -1
  ASAP1 inh: 7
  PLCg1 inh: 3
  MBD2 inh: -5
  proKLK7 act: 0.3
51. CCOc1ccc(C(=O)CCC(=O)Nc2ccccc2C)cc1
  PLC-beta3 inh: -4
  ADAM17 inh: 0
  Tn7 DDE FP: 7
  UHRF1 MBD2 ctr: -2
  ARFGAP1 inh: -9
  DDE Tn6 FP inh: 11
  ASAP1 inh: -14
  PLCg1 inh: 0
  MBD2 inh: -5
  proKLK7 act: 0.0

Source: PubChem BioAssay (The Scripps Research Institute Molecular Screening Center)
